PAD4 FP inh – human PAD4 inhibitors, primary screen, biochemical, fluorescence polarization, 1536-well format; actives 0.41% (n = 330,000); inhibition, % at 6.36 µM; recombinant PAD4, RCA probe fluorescence polarization; Protein-arginine deiminase type-4 (Homo sapiens), Q9UM07;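 active means percent inhibition above a cutoff equal to the mean of all tested compounds plus 3 SD, cut at about 15% in these data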;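 further: 0% = PAD4 with RCA probe and DMSO and 100% = probe without PAD4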
Target sequence (Q9UM07 whole entry, looked up): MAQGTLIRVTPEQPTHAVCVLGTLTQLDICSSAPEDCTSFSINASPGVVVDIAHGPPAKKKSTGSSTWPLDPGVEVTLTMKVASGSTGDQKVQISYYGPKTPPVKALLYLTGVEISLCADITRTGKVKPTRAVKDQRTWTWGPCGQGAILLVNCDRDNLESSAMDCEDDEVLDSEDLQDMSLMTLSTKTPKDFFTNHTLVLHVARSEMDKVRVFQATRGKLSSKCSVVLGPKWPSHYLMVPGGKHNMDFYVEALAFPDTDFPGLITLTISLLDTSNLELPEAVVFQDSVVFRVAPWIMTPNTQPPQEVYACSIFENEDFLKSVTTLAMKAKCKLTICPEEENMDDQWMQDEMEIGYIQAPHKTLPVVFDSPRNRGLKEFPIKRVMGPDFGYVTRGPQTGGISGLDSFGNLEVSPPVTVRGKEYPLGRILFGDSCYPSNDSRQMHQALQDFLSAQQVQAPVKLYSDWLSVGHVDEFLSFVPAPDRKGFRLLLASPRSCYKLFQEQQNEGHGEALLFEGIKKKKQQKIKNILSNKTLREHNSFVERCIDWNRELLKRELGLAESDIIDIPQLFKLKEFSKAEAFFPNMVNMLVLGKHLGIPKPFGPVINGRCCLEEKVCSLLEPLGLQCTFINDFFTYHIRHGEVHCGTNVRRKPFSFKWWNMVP
PME-1 primary – PME-1 inhibitors via competitive probe labeling, primary screen, biochemical, fluorescence polarization, FP-Rh probe, HTS. recombinant PME-1. inhibition, % at 5.9 µM. actives 0.53% (n = 320,000);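 active means inhibition above the campaign mean of all compounds plus 3 SD, cut at about 26% in these data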;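 further: competitive labeling of PME-1 active site by serine hydrolase directed probe; 0% = PME-1 with DMSO and 100% = wells lacking PME-1 enzyme; inhibitors block probe labeling so polarization falls and inhibition rises; many of its hits are not listed in these tables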
Target sequence (Q9Y570 whole entry, looked up): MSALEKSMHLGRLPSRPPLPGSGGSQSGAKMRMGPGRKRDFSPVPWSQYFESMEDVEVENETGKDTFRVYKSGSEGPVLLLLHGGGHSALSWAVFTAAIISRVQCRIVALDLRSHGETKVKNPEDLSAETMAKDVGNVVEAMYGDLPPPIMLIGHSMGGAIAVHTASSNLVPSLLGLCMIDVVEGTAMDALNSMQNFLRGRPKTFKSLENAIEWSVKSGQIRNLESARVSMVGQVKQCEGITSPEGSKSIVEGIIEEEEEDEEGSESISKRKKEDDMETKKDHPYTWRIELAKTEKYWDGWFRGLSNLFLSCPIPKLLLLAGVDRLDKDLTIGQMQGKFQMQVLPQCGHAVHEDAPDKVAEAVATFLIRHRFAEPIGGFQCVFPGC
PAFAH1B2 FP inh – PAFAH1B2 enzyme inhibitors, primary screen, biochemical, fluorescence polarization, human | Platelet-activating factor acetylhydrolase IB subunit alpha2 (Homo sapiens), P68402 | recombinant PAFAH1B2, FP-rhodamine activity probe | inhibition, % at 3.39 µM | actives 1.2% (n = 340,000);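 active means inhibition above the mean of all tested compounds plus 3 SD, cut at about 24% in these data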;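 further: 0% = enzyme with DMSO and 100% = wells lacking PAFAH1B2; many of its hits are not listed in these tables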
Fam108B counter – mouse Fam108B serine hydrolase inhibitors, primary screen, counter-screen for RBBP9 inhibitor project, biochemical, fluorescence polarization; recombinant Fam108B, FP-Rh probe fluorescence polarization; inhibition, % at 9.51 µM; actives 0.33% (n = 300,000); AID 1947, 2009;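 active means inhibition above the screen mean inhibition plus 3 SD, computed separately per campaign, cut at about 18% in these data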;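 further: inhibitors lower polarization as less probe binds the enzyme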
PAFAH2 inh – PAFAH2 enzyme inhibitors, primary screen, biochemical, fluorescence polarization, human | Platelet-activating factor acetylhydrolase 2, cytoplasmic (Homo sapiens), Q99487 | recombinant PAFAH2, FP-rhodamine activity probe | inhibition, % at 3.39 µM | actives 0.99% (n = 340,000);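 active means inhibition above the mean over all tested compounds plus 3 SD, cut at about 30% in these data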;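 further: inhibitors block probe labeling of enzyme so polarization drops; 0% = enzyme with DMSO and 100% = wells lacking PAFAH2 protein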
GSTO1 inh – inhibitors of recombinant GSTO1, primary screen, counter-screen for RBBP9 inhibitor project, biochemical, fluorescence polarization | actives 1.1% (n = 300,000) | inhibition, % at 5.96 µM | Glutathione S-transferase omega-1 (Homo sapiens), P78417 | activity-based probe fluorescence polarization;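 active means inhibition above the campaign mean inhibition plus 3 SD, cut at about 35% in these data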;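 further: 0% = GSTO1-1 with DMSO and 100% = wells lacking GSTO1-1 enzyme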
PAFAH1B3 inh – PAFAH1B3 enzyme inhibitors, primary screen, biochemical, fluorescence polarization, human. inhibition, % at 3.39 µM. actives 0.28% (n = 340,000). recombinant PAFAH1B3, FP-rhodamine probe. AID 492972, 2010. Platelet-activating factor acetylhydrolase IB subunit alpha1 (Homo sapiens), Q15102;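 active means inhibition above the screen-wide average of all tested compounds plus 3 SD, cut at about 25% in these data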;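 further: 0% = enzyme with DMSO only and 100% = wells lacking PAFAH1B3 protein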
pPAFAH FP inh – pPAFAH enzyme inhibitors, primary screen, biochemical, fluorescence polarization, human. Platelet-activating factor acetylhydrolase (Homo sapiens), Q13093. recombinant pPAFAH, FP-rhodamine probe fluorescence polarization. inhibition, % at 3.39 µM. actives 1.5% (n = 330,000). AID 463082, 2010;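 active means inhibition above the mean inhibition across the screen plus 3 SD, cut at about 25% in these data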;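 further: inhibitors block binding of the rhodamine activity-based probe so polarization drops; 0% = enzyme with DMSO and 100% = wells lacking pPAFAH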
LYPLA1 counter – LYPLA1 inhibitors, primary screen, counter-screen for PME1 inhibitor project, biochemical, fluorescence polarization, FP-Rh probe ABPP; Acyl-protein thioesterase 1 (Homo sapiens), O75608; actives 0.16% (n = 320,000); AID 2174, 2009; recombinant LYPLA1; inhibition, % at 5.9 µM;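 active means inhibition above the mean of all tested compounds plus 3 SD, set per campaign, cut at about 14% in these data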;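 further: inhibitors block serine hydrolase probe labeling of LYPLA1 so polarization falls; 0% = enzyme with DMSO and 100% = wells lacking LYPLA1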
An asterisk follows results filed as active; . = no result given. These rows are one share of the data (hit frequency here may not be typical).

SMILES | PAD4 FP inh | PME-1 primary | PAFAH1B2 FP inh | Fam108B counter | PAFAH2 inh | GSTO1 inh | PAFAH1B3 inh | pPAFAH FP inh | LYPLA1 counter
Cc1cc(NC(=S)NC(=O)CC(C)C)ccc1Br | -1 | 16 | 6 | 0 | -2 | -7 | 3 | 4 | -2
Cc1ccc(S(=O)(=O)NNC(=O)Nc2cccc(F)c2)c(C)c1 | 4 | 1 | 10 | 0 | 3 | 1 | 9 | 7 | 3
CS(=O)(=O)c1ccc(Cl)c(C(=O)O)c1 | 2 | -3 | -2 | 0 | 9 | 5 | 5 | -2 | -2
Cc1ccc(C(=O)c2cn[nH]c2-c2ccccc2O)cc1 | 2 | -4 | 1 | 0 | -1 | 6 | -2 | 0 | -2
COCCCNC(=O)c1cccc(S(=O)(=O)N2CC3(C)CC2CC(C)(C)C3)c1 (stereo not drawn) | 1 | 2 | 14 | -2 | -5 | 9 | 4 | 2 | 1
CC(C)S(=O)(=O)c1csc(C(=O)NN)c1Cl | -1 | 0 | . | 2 | . | 2 | . | 7 | 1
COc1cc(S(=O)(=O)N(Cc2ccccc2)Cc2ccccn2)ccc1-n1cnnn1 | -4 | 11 | 0 | 1 | 10 | 6 | 5 | 3 | 0
CCOc1ncccc1C(=O)OCC(=O)NCCc1ccccc1 | 1 | -3 | 1 | -1 | 23 | -4 | 6 | 18 | 2
CCOC(=O)C(C)Oc1ccc(OCc2ccccc2)cc1 (stereo not drawn) | -1 | 3 | 3 | 1 | 5 | 4 | 11 | 0 | 2
C[C@@H](NC(=O)[C@@H]1Cc2ccccc2CN1)C(=O)NC1CCCC1 | 0 | 0 | 2 | -2 | 0 | -4 | 5 | -4 | -3
COc1cc(O)sc1C=Nc1ccc(Cl)cc1 | -2 | 5 | 3 | 2 | 6 | 3 | 12 | 20 | 6
COc1ccc(NC(=O)CN(C)C(=O)CCCSc2nc3ccccc3[nH]2)cc1 | -2 | -4 | 5 | 0 | 4 | -2 | -1 | -2 | 2
Cn1c(=O)[nH]c(=O)c2c1nc(N1CCCCCC1)n2CCCSc1nc2ccccc2o1 | -5 | 19 | 4 | 4 | 2 | 8 | 1 | 8 | -1
Cc1cc(NC(=O)CSc2nncn2-c2ccccc2)no1 | -3 | 0 | 1 | -4 | 1 | 6 | 3 | 3 | 4
NC(=O)C1CCCN(C(=O)Nc2cccc3ccccc23)C1 (stereo not drawn) | 2 | 5 | 1 | -2 | -7 | 2 | 1 | -1 | 0
Cc1cc(Oc2ccc(C#N)cc2)nc(N2CCOCC2)n1 | 0 | 2 | 2 | 4 | 5 | 1 | -5 | 24 | 1
COC(=O)C1(C(F)(F)F)N=C(C(F)(F)F)Nc2ccc(Cl)cc21 (stereo not drawn) | 2 | -7 | 15 | 0 | 6 | 6 | 5 | -1 | 4
C=CCc1cccc2cc(C(=O)NC3=C(C#N)CCC3)c(=O)oc12 | 9 | -2 | 3 | -4 | -2 | 7 | 5 | 0 | -4
COc1ccc(C2C3=C(CCCC3=O)Nc3nc(SCc4ccc(C(=O)O)cc4)nn32)cc1OC (stereo not drawn) | 0 | -3 | 7 | 0 | -2 | -6 | 0 | 3 | -3
CCCOc1ccc(N2C(=O)CC(N3CCN(CCN=CC4=C(O)CC(C)(C)CC4=O)CC3)C2=O)cc1 (stereo not drawn) | -7 | 4 | -1 | 1 | 7 | -5 | 8 | 2 | 0
COc1ccc(C(=O)N2CCC(C(=O)c3ccc(F)cc3)CC2)cc1 | 2 | 0 | -1 | 6 | 0 | 15 | 3 | 3 | -2
Cc1cc(C(=O)CN2C(=O)c3ccccc3S2(=O)=O)c(C)n1C(C)C | -1 | 1 | -3 | . | 6 | . | 6 | -2 | -3
CCN(Cc1ccccc1)S(=O)(=O)c1c(C(=O)N2CCCC2)c(C)n(C)c1C | 1 | -1 | 1 | -3 | 8 | -4 | 6 | 2 | 1
COCCN(C(=O)CCN1C(=O)C2CC=CCC2C1=O)c1c(N)n(CC(C)C)c(=O)[nH]c1=O (stereo not drawn) | 3 | 4 | 2 | . | -6 | . | 9 | -3 | 2
CCOC(=O)C1CCN(c2cc3c(cc2NC(=O)c2ccccc2Br)n(C)c(=O)n3C)CC1 | -1 | -2 | 3 | 3 | 4 | -3 | 3 | 5 | -2

Next part.
SMILES | PAD4 FP inh | PME-1 primary | PAFAH1B2 FP inh | Fam108B counter | PAFAH2 inh | GSTO1 inh | PAFAH1B3 inh | pPAFAH FP inh | LYPLA1 counter
CSc1cnc2c(=O)[nH]c(=O)n(C)c2n1 | 1 | 3 | 3 | 3 | 1 | 1 | 7 | -4 | 0
COC(=O)COc1ccc(S(=O)(=O)NCc2cccnc2)cc1 | 1 | -3 | 1 | -6 | 7 | 11 | 9 | -1 | 2
O=S(=O)(Nc1nc2ccccc2nc1NCC1CCCO1)c1cccs1 (stereo not drawn) | -4 | 1 | 6 | -5 | 4 | 7 | 1 | -7 | -1
O=C(NC1CCN(C(=O)C2CCCCC2)CC1)c1ccccc1 | 5 | 1 | -5 | 2 | 6 | 1 | 10 | 2 | 2
Cn1cnc([N+](=O)[O-])c1Nc1ccccc1O | -9 | -2 | 6 | 1 | -12 | 13 | 3 | 5 | 1
Cc1cccn2c(=O)nc(SCC(=O)NCc3ccc4c(c3)OCO4)nc12 | -11 | -4 | -4 | -8 | 5 | -1 | 8 | -1 | 1
O=C(CSc1nc2ccccc2[nH]1)N1c2ccccc2Sc2ccccc21 | -2 | 3 | 0 | 5 | -10 | 2 | 7 | -6 | -4
O=c1[nH]ncc(NCCCO)c1Cl | -5 | 3 | 3 | -2 | -6 | -1 | 8 | -3 | 0
CCOC(=O)c1cc2c(n(-c3ccc(C)cc3)c1=O)CCCC2=O | 2 | -3 | -5 | 1 | 4 | -2 | 8 | 5 | 1
Cc1[nH]c2ccc(C(=O)NCc3ccccn3)cc2c1C | -3 | 5 | -3 | -1 | -3 | 3 | 1 | 5 | 0
COc1ccc(Br)cc1CN(C)CC(=O)Nc1cccc(S(=O)(=O)N2CCCC2)c1 | 4 | . | 6 | . | 6 | . | -3 | 9 | .
Cc1ccc(S(=O)(=O)Nc2ccc3c(c2)CC(=O)N([C@H](C)CO)C[C@H](C)[C@H](CN(C)Cc2ccc4c(c2)OCO4)O3)cc1 | -5 | . | 11 | . | 2 | . | 0 | 4 | .
Cc1ccc(S(=O)(=O)N2[C@@H](c3ccc(Br)cc3)C(C(=O)O)=CC[C@H]2c2ccc(C(C)C)cc2)cc1 | -5 | . | 89* | . | 15 | . | -2 | 16 | .
Cc1c(Cl)c([N+](=O)[O-])nn1CCCC(=O)Nc1ccc(Cl)cc1Cl | 1 | 2 | -2 | 3 | -1 | 1 | -2 | -2 | -4
CC1Cc2ccccc2N1C(=O)CSc1nc(-c2ccco2)cc(C(F)(F)F)n1 (stereo not drawn) | 1 | -9 | 0 | -2 | -2 | 10 | 5 | 3 | -4
COc1ccc(CN2CCC(Oc3cc(C(=O)NC4CC4)ccc3OC)CC2)c(O)c1 | 0 | -2 | 1 | -2 | 0 | 16 | 1 | 6 | 0
Cc1nc2ccc(C(=O)OCc3ccccc3Br)cc2nc1C | -2 | -11 | 5 | 1 | 7 | 8 | 3 | -1 | 0
O=C(C1COc2ccccc2O1)N1CCN(c2nc3ccc([N+](=O)[O-])cc3s2)CC1 (stereo not drawn) | 0 | -2 | 7 | -1 | -3 | -11 | 6 | 3 | 0
CC(Oc1ccccc1)C(=O)N=Nc1c(O)[nH]c2ccc([N+](=O)[O-])cc12 (stereo not drawn) | -13 | -6 | 7 | -1 | 1 | 61* | 17 | 1 | 3
CCOc1ccc(C2/C(=C(/O)c3ccc4c(c3)CC(C)O4)C(=O)C(=O)N2CCCn2ccnc2)cc1OCC (stereo not drawn) | -3 | 2 | 1 | 3 | 6 | 10 | 9 | 8 | -2
CCc1nnc(NS(=O)(=O)c2ccc(N/C=C\C(=O)c3ccc4ccccc4c3)cc2)s1 | -5 | -8 | 1 | -3 | 3 | -2 | 0 | 0 | -3
O=[N+]([O-])c1ccc(NC(=S)NCCc2ccc(Cl)cc2)cc1 | -7 | -43 | 18 | -33 | -58 | -43 | -29 | -16 | -31
CC(=O)N1CCN(c2ccc(NCc3ccc4c(c3)OCO4)cc2)CC1 | 1 | 2 | 6 | 2 | -8 | 27 | 14 | 18 | 0
COC(=O)CSc1nc2nc(C)cc(C)n2n1 | -3 | 1 | -5 | 4 | -5 | -1 | 11 | -2 | -2
COc1ccc(-c2c(C#Cc3ccsc3)c3cc(-c4ccc(OC)nc4)ccc3n2C)cc1 | 3 | -6 | 6 | . | -9 | . | 7 | 2 | -2

(next part)
SMILES | PAD4 FP inh | PME-1 primary | PAFAH1B2 FP inh | Fam108B counter | PAFAH2 inh | GSTO1 inh | PAFAH1B3 inh | pPAFAH FP inh | LYPLA1 counter
COc1cc2c(cc1OC)CN(S(=O)(=O)c1cccs1)CC2 | 6 | 1 | 5 | 3 | 3 | 3 | 0 | 1 | -1
Cc1ccc2occ(C3N[C@H](C(=O)O)CS3)c(=O)c2c1 (stereo partly drawn) | -2 | -7 | -2 | -4 | 1 | 33 | -1 | 3 | -2
NC(=O)C1CCN(C(=O)CSc2nc3ccccc3s2)CC1 | -8 | -3 | 3 | 1 | 3 | 2 | 1 | 6 | 0
CCN1C(=S)SC(=O)C1=C1C=C(C)N(CCO)C(C)=C1 | 2 | 1 | 4 | 0 | -1 | -8 | 7 | 8 | 3
Cc1c(-n2c(SCC(=O)NC(C)C)nc3ccccc3c2=O)c(=O)n(-c2ccccc2)n1C | -4 | 2 | -1 | -2 | -1 | 3 | 9 | 3 | 1
Cc1c(NC(=O)c2cc3nc(-c4ccccc4)cc(C)n3n2)c(=O)n(-c2ccccc2)n1C | 0 | -4 | 3 | 10 | -1 | -2 | 0 | 8 | -1
Oc1ccccc1Cn1c(-c2ccccc2O)nc2ccccc21 | 0 | -6 | 9 | -11 | -4 | 3 | 13 | 4 | -4
Cc1ccc(OCc2ccoc2C(=O)O)cc1C | 1 | 3 | 10 | 4 | 7 | 5 | 10 | 3 | -1
CC(CCc1ccco1)NC(=O)Cn1nc(Cc2ccncc2)c2ccccc2c1=O (stereo not drawn) | 1 | -4 | 2 | 2 | -2 | 1 | -1 | 6 | -1
COc1ccc(NC(=O)CNc2cccc(C#N)c2)cc1Cl | -1 | -8 | 5 | -2 | -11 | 2 | 5 | 1 | -2

Results in LYPLA1 counter, for some of the entries so far:
structure	LYPLA1 counter
CC1Cc2ccccc2N1C(=O)CSc1nc(-c2ccco2)cc(C(F)(F)F)n1 (stereo not drawn)	-4
COCCCNC(=O)c1cccc(S(=O)(=O)N2CC3(C)CC2CC(C)(C)C3)c1 (stereo not drawn)	1

Compound activity as filed in PubChem.
